# TRPM1 prom inh: MITF TRPM1 promoter inhibition in SK-MEL-5 cells. inhibition, % at 12.5 µM. SK-MEL-5 TRPM1 promoter luciferase, 24 h. AID 488899. 330,000 compounds, 0.83% hits;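 active = mean inhibition across replicates of 60% or more, whatever share of single replicates reaches that level; inconclusive = some that reach 60%, reason not given; inactive = mean inhibition across replicates below 60%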; also: values of inactives mirror those of a sister screen read the other way
# Peg3 prom inh: Peg3 promoter activity inhibition; HeLa PEG-Prom luciferase reporter, luminescence, overnight; inhibition, % at 20 µM; 360,000 compounds, 1.7% hits;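 active = inhibition of at least 50% at 20 µM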
# PDI turbidity: inhibitors of human protein disulfide isomerase; inhibition, % at 10 µM; P07237; 350,000 compounds, 0.052% hits; AID 588391; PDI insulin aggregation turbidity, A650, 90 min;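 active = mean inhibition across replicates of 30% or more, whatever share of single replicates reach that level; inconclusive = mean inhibition below 30% while every single replicate reaches 30%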;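 also: absorbance from insulin aggregation driven by PDI reduction with DTT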
# Target sequence (P07237 whole entry, looked up): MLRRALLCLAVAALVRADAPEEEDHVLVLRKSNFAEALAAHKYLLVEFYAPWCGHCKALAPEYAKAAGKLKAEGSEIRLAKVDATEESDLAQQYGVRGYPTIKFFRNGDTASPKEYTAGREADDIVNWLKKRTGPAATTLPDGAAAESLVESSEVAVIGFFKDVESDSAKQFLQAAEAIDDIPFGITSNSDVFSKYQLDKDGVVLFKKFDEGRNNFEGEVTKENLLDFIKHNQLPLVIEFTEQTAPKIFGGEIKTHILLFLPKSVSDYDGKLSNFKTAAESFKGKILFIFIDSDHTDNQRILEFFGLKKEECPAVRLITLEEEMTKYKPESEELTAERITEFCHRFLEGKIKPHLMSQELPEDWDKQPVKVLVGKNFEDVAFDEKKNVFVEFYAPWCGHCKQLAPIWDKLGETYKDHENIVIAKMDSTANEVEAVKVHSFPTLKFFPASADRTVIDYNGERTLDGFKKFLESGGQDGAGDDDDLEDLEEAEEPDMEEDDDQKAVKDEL
# NR2E3 ag-1: agonists of human NR2E3 nuclear receptor. AID 602229. 360,000 compounds, 0.35% hits. inhibition of corepressor binding, % at 3.98 µM. CHO-S Gal4-NCOR/VP16-NR2E3 two-hybrid, luciferase. Q9Y5X4;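 active = inhibition above the mean of all tested compounds plus 3 SD, cut at about 70% in these data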;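 also: 0% = DMSO with NR2E3 transfected cells and 100% = cells lacking NR2E3 construct; higher means lower luciferase signal from less NR2E3 corepressor binding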
# Target sequence (Q9Y5X4 whole entry, looked up, the tested form may be a part): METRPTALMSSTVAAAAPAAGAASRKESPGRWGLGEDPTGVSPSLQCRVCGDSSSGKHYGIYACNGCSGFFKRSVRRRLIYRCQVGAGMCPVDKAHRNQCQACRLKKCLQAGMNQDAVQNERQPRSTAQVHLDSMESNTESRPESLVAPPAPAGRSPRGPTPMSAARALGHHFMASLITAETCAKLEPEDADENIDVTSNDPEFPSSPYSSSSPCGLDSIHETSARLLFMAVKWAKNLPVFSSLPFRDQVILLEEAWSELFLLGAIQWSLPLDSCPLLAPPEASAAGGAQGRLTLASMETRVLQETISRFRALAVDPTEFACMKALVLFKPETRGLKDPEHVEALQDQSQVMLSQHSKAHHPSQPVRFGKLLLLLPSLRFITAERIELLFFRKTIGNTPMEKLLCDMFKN
# HIF-2a inh: HIF-2a inhibition | 786-0 RCC cells HIF-2a reporter, luciferase luminescence, overnight | inhibition, % at 18.8 µM | 360,000 compounds, 0.72% hits | AID 624352;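 active = inhibition of the luminescence signal of 40% or more relative to plate controls, in a single-dose primary screen at 18.75 µM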
# CaV13 ICDI inh: Primary screen for inhibitors of IQ motif and Ca2+-dependent inactivation inhibitor domain binding in CACNA1D, Förster resonance energy transfer in living cells, …; HEK cells, CFP/YFP FRET ICDI-IQ, plate reader, 10 min; percent FRET-ratio fall versus neutral wells; inhibition, % at 12.3 µM; 340,000 compounds, 0.098% hits; AID 743397;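 active = mean replicate inhibition of at least 30% and at least 1% of replicates passing that level; inconclusive = only one of the two criteria is met; inactive = neither criterion is met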;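 also: 0% = median of the neutral control wells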
# H9c2 protect: modulators protecting cardiomyocytes from myocardial damage. H9c2 cardiomyocytes, H2O2 injury protection, ATPLite, 2 h. protection from H2O2 cell death, % at 20 µM. 360,000 compounds, 0.63% hits. AID 588492;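 active = compounds giving at least 50% protection of heart cells from peroxide-induced death in the single-dose screen, raw or plate-pattern-corrected value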;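 also: 0% = DMSO wells with peroxide and 100% = DMSO wells without peroxide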
# Shn3 3UTR inh: Schnurri-3 reporter inhibition in Clone20 osteoblasts. Clone20 osteoblast Shn3 3'UTR firefly luciferase, 24 h. inhibition, % at 12.5 µM. 360,000 compounds, 0.52% hits;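 active = mean inhibition of at least 75% with every replicate also reaching 75%; inconclusive = mean inhibition at least 75% but some replicate below; inactive = mean inhibition below 75%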;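 also: 0% = median of neutral control wells and 100% = pilot-screen positive control compound; some compounds past the cut are filed as inactive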
# NR2E3 ag-2: NR2E3 (human) agonism; inhibition of corepressor binding, % at 4.78 µM; AID 2300; 320,000 compounds, 0.12% hits; Q9Y5X4; GST-NR2E3/biotin-RetCOR TR-FRET, 1536-well;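 active = percent inhibition above the cutoff of mean plus 3 SD of all tested compounds, set per screening campaign, cut at about 20% in these data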;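 also: 0% = DMSO wells and 100% = biotin wells as full block of FRET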
#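 Assay system: NR2E3–RetCOR corepressor complex. Quantity: 1.35 nM GST-NR2E3. Buffer or medium: pH 7.5 Tris-based buffer. Reagent: biotinylated RetCOR corepressor at 7 nM final. Schedule: 5 h at 4 °C. Detection: TR-FRET, emission read at 617 and 671 nm. Replicates: one well per compound, singlicate testing.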
# HTR2A ag: mouse HTR2A agonism via beta-arrestin recruitment; CHO-K1 mHTR2A beta-arrestin complementation, luminescence; percent of 30 µM serotonin response; activation, % at 7.6 µM; 360,000 compounds, 0.66% hits; AID 624169;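 active = activation above a run cutoff, the mean activation of all tested compounds plus 3 SD, cut at about 14% in these data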;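 also: 0% = plate median of compound wells and 100% = 30 µM serotonin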
# hiPSC survival: increases survival of single human iPS cells | hiPSC single-cell survival, ATPlite luminescence; 100% = ROCK inhibitor wells, 0% = DMSO | survival enhancement, % at 20 µM | 360,000 compounds, 0.044% hits; in the data active = survival enhancement above about 18%;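 also: cells exposed to compounds for 16 hours before the ATP read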
# Numbers without * were called inactive; ? = inconclusive; · = not tested or not shown.
No.	Molecule	TRPM1 prom inh	Peg3 prom inh	PDI turbidity	NR2E3 ag-1	HIF-2a inh	CaV13 ICDI inh	H9c2 protect	Shn3 3UTR inh	NR2E3 ag-2	HTR2A ag	hiPSC survival
1	Cc1cc(Br)ccc1NC(=O)CN(C)C(=O)c1cc(S(=O)(=O)N(C)C)ccc1N1CCCC1	8	19	-7	5	16	·	2	2	-2	-11	-0.4
2	CN(C)C(=O)N1CCCC(C(=O)NCc2cccs2)C1 (stereo not given)	3	5	5	-6	10	-12	8	-3	-3	-1	-2.4
3	COc1ccc(-c2ccc(C(=O)C3CC3)cc2)cc1	-109	-263	20	-65	-293	-4	-2	-82	-7	-3	0.3
4	CS/C(=C\[N+](=O)[O-])Nc1ccc(Cl)cc1	20	-24	-6	-15	-12	·	1	-10	2	2	5.8
5	C=CCN=C1CC(C)(C)C(C(=O)OC)C(O)=C1C(=O)CCC (stereo not given)	2	-2	5	9	10	-5	0	4	0	4	0.4
6	CCn1c(CNC(=O)c2ccc(OC)c(OC)c2)nnc1SCC(=O)Nc1ccc(OC)cc1	-3	-2	-7	-11	9	-10	2	-19	5	1	-0.7
7	CCOC(=O)C(C)Sc1ncc(-c2ccc(Cl)cc2)cn1 (stereo not given)	-20	-10	4	-30	6	-8	-8	-12	3	-1	-2.9
8	CN(C)CCCCOc1ccc(F)cc1	-11	-9	4	-14	10	-5	-4	12	5	-5	-1.4
9	COc1ccc(-c2csc3nc(C)nc(N4CCCCC4)c23)cc1OC	13	-1	0	-15	-7	-3	-2	-7	3	-3	-0.4
10	Cc1ccc2nc(Nc3nc(C)cc(-c4ccccc4)n3)[nH]c(=O)c2c1	38	0	-6	-1	-52	-4	30	4	3	-4	-0.1
11	CC(OC(=O)c1ccc(NC(=O)CC#N)cc1)C(=O)Nc1nc(-c2ccccc2)cs1 (stereo not given)	-57	-141	4	-67	-158	-3	-2	-21	-3	2	-0.5
12	C/C(=N\NS(=O)(=O)c1ccccc1)c1cc(Cl)cc(Cl)c1O	-2	10	-2	6	11	-2	-16	-3	3	-1	-0.5
13	COc1cccc(NC(=O)C2C3CCC4C(CCC32)C4(Cl)Cl)c1 (stereo not given)	-35	-35	15	-10	-69	-5	-10	-3	-1	-2	0.1
14	CC1(C)OC(=O)C2=C(C[C@@H](C3CC3)O[C@@H]2C2CC2)O1	·	·	·	-1	0	-5	·	·	·	1	0.1
15	COc1ccc(N2CCN(C(=O)CSc3nnc(COc4cccc5cccnc45)o3)CC2)cc1	4	7	-2	-14	13	-7	0	2	2	-1	-0.7
16	Cc1cc(=O)[nH]c2nnnn12	-5	-7	-2	3	10	-1	8	11	0	-5	-0.7
17	O=C(Nc1ccccc1)c1ccc(Nc2c([N+](=O)[O-])cc([N+](=O)[O-])c3ccccc23)cc1	27	18	-4	9	-16	-6	-14	70	-1	4	0.3
18	CN(CC(=O)NC1CC(C)(C)NC(C)(C)C1)S(=O)(=O)c1cc(Cl)ccc1Cl	2	-4	6	-12	9	-2	5	5	-3	1	0.6
19	Cc1csc(NC(=O)c2ccc3ccccc3n2)n1	-30	-193	0	-181	-98	-7	-14	-50	1	5	-0.4
20	CC1CN(S(=O)(=O)c2cc(C(=O)NCCC3=CCCCC3)ccc2Cl)CC(C)O1 (stereo not given)	-3	-207	-7	-82	-161	-6	-6	32	5	4	0.3
21	CC1CCN(C(=O)CSc2nnc(-c3ccco3)n2N)CC1	·	7	-4	-9	5	-13	-2	-4	·	4	0.8
22	CC(C)(C)c1cc(=O)n2[nH]c(N)nc2n1	7	-1	1	-6	13	-5	5	0	0	1	-2.6
23	CCc1ccc(Nc2ccc3nonc3c2[N+](=O)[O-])cc1	4	11	3	5	10	-5	-3	16	-2	4	-0.1
24	CCCCSc1nc(C)nc2c1c(=O)n(C)c(=O)n2C	16	17	·	-28	6	-6	-14	0	3	5	10
25	C/C(=C\C(=O)c1ccc(Br)cc1)NCc1ccc2c(c1)OCO2	1	-12	1	-17	-32	-6	-4	-20	4	0	-1.3
26	COC(CNC(=O)CN1CCN(Cc2ccccc2F)C1=O)OC	-3	10	4	18	17	-11	8	8	-1	5	-0.5
27	O=C(COc1ccc(S(=O)(=O)N2CCOCC2)cc1)NC1CCCC1	17	11	0	-1	11	·	2	-8	2	7	2.2
28	O=C(NCCc1ccccn1)C1CCCN1S(=O)(=O)c1ccc(Cl)cc1 (stereo not given)	-4	0	2	-32	11	-3	-2	19	7	-4	-0.4
29	O=C(CSC1=NC2(CCCCCC2)N=C1c1ccccc1)Nc1ccc2c(c1)OCCO2	-6	17	·	-37	18	-2	14	9	2	-7	-1.7
30	Cc1ccc2nc(-c3ccccc3)cc(C(=O)Nc3cccnc3)c2c1	8	-31	-1	1	-50	-5	6	6	-1	7	1.5
31	Cc1cc(C)n(Cc2ccccc2)c(=O)c1S(=O)(=O)c1ccccc1	12	8	18	-17	-18	-4	-3	2	4	-4	4.5
32	CC(C)/C=C/C(=O)N1CCC(N2CCC(C(=O)NCC3CCCO3)CC2)CC1 (stereo not given)	·	11	1	-11	17	-11	4	-24	·	-1	3.2
33	COc1ccc(NS(=O)(=O)c2ccc3oc(SCc4ccc(F)cc4)nc3c2)cc1	5	26	-5	53	6	-15	-16	44	1	-2	-0.2
34	CCOc1ccc(Cl)cc1CN1CCOCC1	10	23	-5	-20	11	0	2	8	0	-1	2.9
35	O=C(c1ccc(NC(=S)NCc2ccc(Cl)cc2)cc1)N1CCCCC1	9	3	8	6	5	-5	-7	78	-3	4	-0.7
36	CN(C)C(=O)C(OC(=O)c1ccc2c(c1)CCCC2)c1ccccc1 (stereo not given)	-5	21	-3	16	-11	-20	-1	17	0	2	-0.3
37	C[C@@H]1CN([C@@H](C)CO)C(=O)CCCn2nncc2CO[C@H]1CN(C)Cc1cccc(O)c1	·	3	20	-4	3	-6	1	7	·	-1	-0.3
38	O=C(Nc1nc2ccccc2n1Cc1ccccc1)c1ccco1	30	11	2	-6	15	-2	58*	18	1	-2	-2.8
39	O=C(NCCCN1CCOCC1)c1ccc(N2CCCC2)c([N+](=O)[O-])c1	-1	-1	2	-18	10	-4	-3	0	1	8	1.6
40	OCC1OC(Oc2c(Br)cc(Br)cc2Br)C(O)C(O)C1O (stereo not given)	0	-2	3	-12	10	-8	-4	3	·	4	-0.9
41	COc1ccc(NC(=S)N(CCN(C)C)Cc2cccs2)cc1	-8	-5	-2	10	4	-18	8	12	1	3	-0.1
42	CCc1ccc(OCc2ccc(C(=O)OC)o2)cc1	-85	-102	-12	-206	-21	-3	-5	-97	2	-4	-0.4
43	CC(C)CC(CO)N1CCN(C(=O)c2cccc(C(F)(F)F)c2)CCC1=O (stereo not given)	-6	-2	21	7	-3	?	1	7	3	0	3.0
44	COc1ccc(C(=O)n2cc(C(=O)c3cc(C)ccc3O)cn2)cc1	-11	10	1	-20	8	-5	0	-25	-1	0	-0.7
45	CCOCCCNC(=O)c1ccc2c(c1)ncn2-c1ccc(C)cc1C	13	12	6	-12	21	-17	-6	-6	-3	-15	-0.9
46	Cc1ccc(/C=C/C(=O)OCC(=O)N2CC(=O)Nc3ccccc32)o1	0	4	4	-2	16	-4	14	-1	2	8	-0.9
47	CCOC(=O)c1c(NC(=O)CC2SC(=NC)N(C)C2=O)sc(C)c1C (stereo not given)	1	24	15	-10	15	-4	9	17	0	-1	-0.8
48	O=C(O)c1c2cc(Br)ccc2nc2[nH]c(=O)[nH]c(=O)c12	2	-14	1	-17	10	-4	-4	-32	·	-6	-2.6
49	O=C(O)C1CC=CCC1C(=O)NC1CCCCC1 (stereo not given)	-8	4	-4	-12	21	-5	2	3	2	5	-0.5
50	COc1ccc(CN2CCCC(CNC(=O)c3ccc(F)cc3)C2)c(F)c1 (stereo not given)	7	3	-3	8	6	-4	0	17	1	-5	-1.2
51	CCSc1nnc(NC(=O)/C=C/c2ccco2)s1	-50	-132	2	-22	-141	-7	1	-79	1	6	0.5
52	Cc1ccccc1-c1nc(CN2CCC(C(=O)NCc3cccs3)CC2)c(C)o1	-2	10	-6	-6	-4	-5	-4	0	2	0	-2.0
53	OCCC1CN(Cc2cccc(-n3cccn3)c2)CCN1Cc1ccccc1 (stereo not given)	0	2	-4	-18	13	-1	-4	-2	1	-6	-0.1
54	COc1ccc(N(CC(=O)NC2CCCCCCC2)S(=O)(=O)c2c(C)nn(C)c2C)cc1	·	7	·	6	10	-10	7	9	-4	1	3.0
55	Cc1nc2cc(NC(=O)N(C)c3ccc4ccccc4c3)ccc2o1	18	8	9	3	-36	-4	-5	-6	1	-7	-1.7
56	CCOc1ccccc1NC(=O)Cn1nnc(-c2ccc(OCC)c(OCC)c2)n1	16	28	-6	0	19	-9	-7	34	5	0	-1.9
57	COc1cccc(C(=O)Nc2cc(C(F)(F)F)ccc2Cl)c1	10	-24	3	-5	-40	-7	-6	-14	3	0	1.4
58	O=C(Nc1ccc(F)cc1F)C1CCN(C(=O)c2ccc(Br)cc2)CC1	3	-11	5	-1	9	-7	-2	17	2	1	3.8
59	CCCCCCn1c(CN2CCCCC2CC)nc2c1c(=O)n(C)c(=O)n2C (stereo not given)	-11	25	·	-2	-1	-3	-12	-8	0	0	0.5
60	COc1cccc(NC(=O)COC(=O)c2ccc(C)c(S(=O)(=O)N3CCCCC3)c2)c1	1	20	1	6	-3	-6	-5	-3	3	-7	-0.5

# Other records:
No.	Molecule	TRPM1 prom inh	Peg3 prom inh	PDI turbidity	NR2E3 ag-1	HIF-2a inh	CaV13 ICDI inh	H9c2 protect	Shn3 3UTR inh	NR2E3 ag-2	HTR2A ag	hiPSC survival
61	CC12CC3CC(C)(C1)CC(C(=O)N1CCN(C(=O)c4ccco4)CC1)(C3)C2	5	22	14	-27	2	·	9	19	-3	-4	0.7
62	CN1CCC(N(C)S(=O)(=O)c2ccc(NC(=O)COc3cccc(Cl)c3)cc2)CC1	-11	11	-1	16	-7	-7	-2	-1	-1	-13	-0.5
63	CCCCn1c(N)c(N(CCOC)C(=O)CSc2n[nH]c(-c3ccc(C)cc3)n2)c(=O)[nH]c1=O	5	8	-4	0	10	-3	1	-2	0	0	-0.4
64	Cc1ccc2nc(-c3ccc4c(c3)OCCO4)cn2c1	84*	91*	2	-27	80*	-4	-17	66	-1	-6	-0.7
65	Cc1ccc(S(=O)(=O)NCC(=O)NCC2CCCCC2)cc1C	4	7	-12	-33	14	-3	1	19	2	0	-0.4
66	Cc1ccnc(NC(=O)c2sc3ccccc3c2Cl)c1	5	-76	-1	-159	-86	-18	-21	9	1	7	-2.8

# Bioassay records as filed in PubChem.

# Compounds were not picked by outcome; about 3.9% have a hit in one of these screens.
